TPT1 inhibitor: Candida albicans TPT1 enzyme inhibitors, primary screen, biochemical, fluorescence polarization. tRNA 2'-phosphotransferase TPT1 (Candida albicans SC5314). recombinant caTPT1, FP RNA substrate dephosphorylation. inhibition, % at 5 µM. 300,000 tested, 0.81% active. AID 1962, 2009;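 active = inhibition above the mean of all tested compounds plus 3 SD, set per screening campaign, cut at about 24% in these data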;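 also: plate controls were DMSO alone for no effect and ferristatin control at 100 nM for full effect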
core dimer inh: inhibitors of HCV core protein dimerization, primary screen, biochemical, TR-FRET, high-throughput. inhibition, % at 5 µM. 300,000 tested, 0.33% active. AID 1899, 2009. TR-FRET GST/Flag-core106 dimerization, 1536-well;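 active = inhibition above the mean of all tested compounds plus 3 SD, set per screening campaign, cut at about 45% in these data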
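Test system: GST/Flag-tagged HCV core106 proteins; Medium: KF-containing HEPES buffer, pH 7.45, DTT, CHAPS, BSA; Times: compound-protein-antibody incubation 4 h at 22.5 °C; Detection: TR-FRET 671 and 617 nm emission; Benchmarks: wells lacking GST-core106 and wells with excess unlabelled core106.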
PP5 inh: PP5 phosphatase inhibitors, primary screen, biochemical, fluorescence | inhibition, % at 6.7 µM | Serine/threonine-protein phosphatase 5 (Homo sapiens), P53041 | 320,000 tested, 0.18% active | purified PP5c, OMFP substrate fluorescence | AID 1987, 2009;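 active = inhibition above the campaign's mean inhibition across all tested compounds plus 3 SD, cut at about 9.5% in these data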;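 also: 0% = DMSO only and 100% = 100 µM cantharidin control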
Target sequence (P53041 whole entry, looked up): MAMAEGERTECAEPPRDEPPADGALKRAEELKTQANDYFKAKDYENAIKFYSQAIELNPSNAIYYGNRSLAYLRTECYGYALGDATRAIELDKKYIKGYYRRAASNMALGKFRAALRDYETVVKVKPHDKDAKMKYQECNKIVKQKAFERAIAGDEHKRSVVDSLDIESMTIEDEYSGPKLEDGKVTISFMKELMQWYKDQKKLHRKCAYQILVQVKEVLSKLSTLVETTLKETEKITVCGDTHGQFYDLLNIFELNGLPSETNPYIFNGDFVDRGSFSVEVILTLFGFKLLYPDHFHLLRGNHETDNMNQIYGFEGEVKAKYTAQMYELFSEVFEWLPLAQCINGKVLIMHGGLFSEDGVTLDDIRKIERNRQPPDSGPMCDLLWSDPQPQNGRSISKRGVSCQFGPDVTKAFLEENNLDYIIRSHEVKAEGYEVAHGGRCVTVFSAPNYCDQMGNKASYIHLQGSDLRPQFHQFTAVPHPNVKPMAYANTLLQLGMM
proCasp3 act: activators of human procaspase-3 D3A mutant, primary screen, biochemical, absorbance, PC-3 D3A mutant, single concentration; recombinant procaspase-3 D3A, Ac-DEVD-pNA absorbance 405 nm; Caspase-3 (Homo sapiens), P42574; activation, % at 8.5 µM; 330,000 tested, 0.11% active;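 active = activation above the mean of all tested compounds plus 3 SD, cut at about 21% in these data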;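 also: 0% = DMSO alone and 100% = DMSO wells spiked with extra 5 µM PC-3 D3A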
Target sequence (P42574 whole entry D9A/D28A/D175A): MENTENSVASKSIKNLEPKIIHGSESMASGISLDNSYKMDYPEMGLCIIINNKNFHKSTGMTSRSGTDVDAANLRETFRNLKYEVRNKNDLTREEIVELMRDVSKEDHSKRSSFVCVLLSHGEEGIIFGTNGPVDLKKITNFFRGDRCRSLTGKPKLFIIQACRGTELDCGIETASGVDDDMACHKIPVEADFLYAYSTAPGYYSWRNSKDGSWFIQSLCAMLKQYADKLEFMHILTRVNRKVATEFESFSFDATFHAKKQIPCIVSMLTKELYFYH
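System: Procaspase-3 D3A mutant. Medium: Zinc-free 300 mM NaCl, 50 mM HEPES, 0.01% Triton X-100. Schedule: 1 h preincubation plus 2 h reaction at 25 °C. Measured by: 405 nm absorbance of p-nitroaniline, reads at 0 and 120 min. Read-out: percent activation relative to control range.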
PP1 inh: PP1-alpha phosphatase inhibitors, primary screen, counter-screen for PP5 inhibitor project, biochemical, fluorescence, OMFP substrate, single point | purified PP1alpha | 320,000 tested, 0.9% active | AID 2235, 2010 | inhibition, % at 6.7 µM | Serine/threonine-protein phosphatase PP1-alpha catalytic subunit (Homo sapiens), P62136;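 active = inhibition above the mean inhibition of all tested compounds plus 3 SD, computed separately for each screening campaign, cut at about 15% in these data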
Target sequence (P62136 whole entry, looked up): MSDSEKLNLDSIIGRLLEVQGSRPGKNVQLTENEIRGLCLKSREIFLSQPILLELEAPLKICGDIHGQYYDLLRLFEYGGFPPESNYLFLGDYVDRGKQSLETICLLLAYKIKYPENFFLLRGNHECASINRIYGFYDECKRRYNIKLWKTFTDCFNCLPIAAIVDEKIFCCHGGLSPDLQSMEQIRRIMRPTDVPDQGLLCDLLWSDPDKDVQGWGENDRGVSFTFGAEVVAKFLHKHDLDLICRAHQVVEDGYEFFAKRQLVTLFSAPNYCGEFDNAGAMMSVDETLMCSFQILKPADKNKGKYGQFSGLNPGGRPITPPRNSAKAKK
Fh CTSL1 inh: Fasciola hepatica cathepsin L1 inhibitors, primary screen, counter-screen for PFM18AAP inhibitor project, biochemical, QFRET, fluorogenic peptide substrate; recombinant F. hepatica cathepsin L1, Z-Leu-Arg-MCA fluorescence; inhibition, % at 5.96 µM; 300,000 tested, 0.49% active; AID 1906, 2009;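 active = inhibition above the mean of all tested compounds plus 3 SD, set per screening campaign, cut at about 17% in these data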;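 also: 0% = plate median of test compound wells and 100% = 1 µM Z-Phe-Ala-diazomethylketone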
proCasp7 act: procaspase-7 activators, primary screen, counter-screen for procaspase-3 activator project, biochemical, absorbance, HTS, human; Caspase-7 (Homo sapiens), P55210; recombinant procaspase-7, Ac-DEVD-pNA absorbance 405 nm; D23A/D198A/D206A triple mutant, cannot self-cleave; scale: DMSO 0, 5 µM enzyme 100; activation, % at 8.5 µM; 330,000 tested, 0.093% active; AID 463210, 2010;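 active = percent activation above the screen-wide mean plus 3 SD, cut at about 25% in these data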
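Assay system: Uncleavable procaspase-7 mutant enzyme / Input: 2 µM procaspase-7 mutant as dispensed / Dosing: single nominal 8.5 µM compound dose, 0.8% DMSO final / Timing: 1 h enzyme–compound preincubation and 2 h substrate reaction, both 25 °C / Detection: p-Nitroaniline absorbance at 405 nm, read at 0 and 120 min / Replication: singlicate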
AHR activator: AHR activators, primary screen, cell-based, luminescence, luciferase reporter, human | Aryl hydrocarbon receptor (Homo sapiens), P35869 | AHR-responsive luciferase reporter cells | activation, % at 5 µM | 320,000 tested, 2.5% active; in the data active = activation above about 47%;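 also: 0% = vehicle wells and 100% = reference agonist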
PAFAH2 FP inh: PAFAH2 enzyme inhibitors, primary screen, biochemical, fluorescence polarization, human; Platelet-activating factor acetylhydrolase 2, cytoplasmic (Homo sapiens), Q99487; recombinant PAFAH2, FP-rhodamine activity probe; inhibition, % at 3.39 µM; 340,000 tested, 0.99% active; AID 492956, 2010;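 active = inhibition above the mean over all tested compounds plus 3 SD, cut at about 30% in these data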;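 also: inhibitors block probe labeling of enzyme so polarization drops; 0% = enzyme with DMSO and 100% = wells lacking PAFAH2 protein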
The depositor's hits bear a star; · = no result given.

SMILES	TPT1 inhibitor	core dimer inh	PP5 inh	proCasp3 act	PP1 inh	Fh CTSL1 inh	proCasp7 act	AHR activator	PAFAH2 FP inh
Cc1ccc(S(=O)(=O)N2CCN(C(=O)c3ccccc3OCc3c(C)noc3C)CC2)cc1	·	·	1.8	-1	3	·	1	-1	-1
COc1ccccc1CNC(=O)CCC(=O)Nc1nnc(C(C)C)s1	4	-8	2.1	-2	-10	8	-5	3	-1
CCOC(=O)COc1ccc(/C=C2/C(=O)NN(c3ccc(F)cc3)C2=O)cc1OC	-4	-11	-0.3	-3	3	5	-6	-1	0
CN(C1CCCCC1)S(=O)(=O)c1ccc(S(=O)(=O)N2CCN(CCC#N)CC2)cc1	-1	-2	-0.4	-2	-4	4	2	0	2
O=c1c2ccccc2oc2nc(-c3ccco3)n(-c3ccccc3)c(=O)c12	0	9	0.5	-6	2	1	-5	95*	5
Cc1ccccc1-c1nc2cc(N)ccc2o1	-2	-2	-0.4	2	4	1	-6	4	1
Cc1cc(C)c(C)c(S(=O)(=O)NCc2ccc(C(=O)N3CCCC3)cc2)c1C	1	4	-0.1	2	1	-1	1	-1	-2
COc1ccc(C(=O)N/N=C(\C)CC(=O)Nc2ccc(N(C)C)cc2)c(OC)c1	-3	-5	0.8	0	-5	-8	0	2	14
CN(CC(=O)NCCc1ccc(F)cc1)Cc1cccs1	2	2	-1.5	5	-4	-7	11	-1	-1
N#CC1=C(Nc2ccccc2Cl)SC(c2ccccc2O)NC1=O (stereo not given)	2	-9	0.6	-9	1	3	-7	6	1
COCCNC(=O)/C(C#N)=C/c1cn(CC(=O)NCc2ccco2)c2ccccc12	0	-1	-0.6	-8	-3	-6	0	3	-5
Cc1ccc(C(=O)N2CCN(c3ccc(NC(=O)c4ccc5c(c4)OCCO5)cc3)CC2)cc1	-3	-4	1.9	0	1	-2	-1	-10	-2
O=C(CN1CCN(Cc2ccccc2)CC1)Nc1ccc(Br)cc1	5	-3	3.8	-4	0	-3	5	3	-6
NC(=O)c1ccc(NC(=O)COC(=O)CC2CC3CCC2C3)cc1 (stereo not given)	·	·	·	6	·	·	4	-1	-3
Cc1nc2ccc([N+](=O)[O-])cc2c(=O)n1Cc1ccccc1Br	3	10	2.4	-3	14	2	-4	2	-6
COc1ccc2cc(C(=O)O)n(CC(=O)c3ccccc3)c2c1	-3	-8	0.6	1	2	-6	1	19	-4
O=C(CN1CCC(C(=O)c2cccc(Cl)c2)CC1)Nc1ccc(C(=O)O)cc1	-2	-1	-0.2	-2	-3	1	9	0	20
CSCCC(NS(=O)(=O)c1ccc2c(c1)OCCO2)C(=O)N(C)Cc1ccc(C)cc1 (stereo not given)	2	14	-1.6	-1	0	4	6	2	-1
CS(=O)(=O)N(CC(=O)Nc1ccccc1Cl)c1ccc(Cl)cc1	-1	-2	-1.2	2	1	0	7	1	-4
CCn1cc(C(=O)NCCCN2CCC(C)CC2)c(=O)c2cc(S(=O)(=O)N3CCCC3)ccc21	0	-4	-1.5	-2	-3	4	-5	-3	4
COc1ccc(NC(=O)NCc2cccnc2)cc1OC	-1	-1	-2.2	3	1	0	5	7	5
COCC(C)n1c(C)cc(C(=O)COC(=O)c2nn(C)c(=O)c3ccccc23)c1C (stereo not given)	·	·	·	-3	·	·	-4	-1	2
CC(C)c1[nH]nc2c1C1(CCN(Cc3ccccc3)CC1)C(C#N)=C(N)O2	-15	1	0.2	-4	1	-1	0	-1	5
O=C(c1cc2ccc([N+](=O)[O-])cc2oc1=O)N1CCOCC1	-8	1	2.3	8	-7	9	5	-3	9
N/C(=N\OC(=O)c1ccc(Cl)cc1[N+](=O)[O-])c1ccccn1	3	-8	-0.8	-5	-3	-2	1	146*	-1
O=S(=O)(NCC1CCCO1)c1ccc(S(=O)(=O)N(Cc2ccc(F)cc2)Cc2ccco2)cc1 (stereo not given)	0	2	3.3	1	-1	10	7	6	-3
COc1cccc(C(=O)NCC(=O)N2CCC(C)CC2)c1	1	-2	1.2	5	-1	4	10	3	11
O=C(NCc1ccco1)c1ccc(CS(=O)Cc2cccc(Cl)c2)o1 (stereo not given)	-4	-11	-4.8	3	-8	-1	0	3	8
Cc1ccc(NC(=O)Cc2ncc(C(F)(F)F)cc2Cl)cc1Cl	-1	-6	2.9	0	0	3	4	10	-2
O=C(O)c1ccc(N2CCCCC2)cc1O	0	-2	-1.4	5	-1	-1	11	2	-5
O=[N+]([O-])c1ccc(N2CCN(c3ccccc3Cl)CC2)cn1	-2	-2	2.2	1	1	21*	-3	-5	-4
O=S(=O)(c1ccccc1)c1ccc(NCc2ccco2)cc1	-1	8	2.8	3	-1	-3	-14	1	1
O=C(c1ccco1)N1CCN(Cc2ccc(F)cc2Cl)CC1	-2	-13	-10	2	2	5	7	-2	5
CCOC(=O)C1CCCN(C(=O)CNS(=O)(=O)c2ccc(Br)s2)C1 (stereo not given)	3	0	-3.1	5	-2	-2	0	0	12
CC1(C)CC(CCNC(=O)c2ccc(-n3cnnn3)cc2)CC(C)(C)N1	-3	0	1.2	11	-1	-3	6	-2	-5
Cc1ccc2c(c1)c(=O)c(Br)c(C)n2Cc1ccccc1	-3	-12	-8.0	2	0	9	-4	10	2
CC[C@H](C)[C@@H]1NC(=O)c2cc([N+](=O)[O-])cc(I)c2SC[C@@H](C(N)=O)NC(=O)[C@H](CCCCN)NC1=O	0	-2	1.1	2	0	5	0	0	·
CC(NC(=O)c1ccccc1Cl)C(=O)OCc1cn2cc(Cl)ccc2n1 (stereo not given)	·	·	·	3	·	·	15	2	-3
CC(=O)CSc1nnc(Cc2ccc([N+](=O)[O-])cc2)o1	-2	1	-0.8	0	-2	1	-8	1	0
CCOC(=O)c1cnc(-n2[nH]c(C)c(Cc3ccccc3)c2=O)[nH]c1=O	-6	-18	0.1	3	28*	3	3	0	28
Cc1nnc(SCC(=O)N2CCN(S(=O)(=O)c3ccc(Cl)cc3)CC2)[nH]c1=O	-5	-3	5.0	7	-6	2	1	-3	4
CCN(C(=O)COc1ncnc2sccc12)c1ccccc1	-6	3	-0.9	8	-2	3	10	1	-7
O=C(N/N=C/c1cc2c(cc1Cl)OCO2)c1ccccn1	0	3	0.1	6	-3	1	12	21	-1
COc1ccccc1OCCCCN1CCCCC1	-1	-11	-3.1	-4	-11	8	5	0	-6
CC(C)c1nc2ccc(Br)cn2c1NC1CCCC1	0	-3	1.7	6	1	0	12	-1	-1
Cc1cc(C)nc(NS(=O)(=O)c2ccc(NC(=S)NC(=O)C(C)C)cc2)n1	-1	-1	-2.9	-7	0	-2	3	2	1
COc1cccc(C(=O)OC2CCCN(C)C2)c1 (stereo not given)	-6	0	-12	-3	-1	8	-4	-1	-3
CC(Nc1ccccc1CO)C(=O)Nc1cccc(Cl)c1Cl (stereo not given)	1	-2	0.7	0	-2	12	8	-7	-3
CC(C)CC1(C)NC(=O)N(CC(=O)Nc2ccccc2Br)C1=O (stereo not given)	·	·	·	6	·	·	3	0	6
O=C(COC(=O)c1cc(S(=O)(=O)N2CCCCC2)ccc1N1CCOCC1)NC1CCS(=O)(=O)C1 (stereo not given)	1	-5	-1.1	6	-3	-3	10	0	-5
CCN(CC)S(=O)(=O)c1ccc(Cl)c(NC2=NCCCCC2)c1	-1	-1	-2.6	-2	-2	-11	1	-2	5
CCCCCCNC(=O)Cc1c(O)c2ccccc2[nH]c1=O	0	3	-0.5	-10	-2	0	-3	2	-3
Cc1cc2nnc(SCC(=O)Nc3cccc(S(=O)(=O)N4CCOCC4)c3)n2c2ccccc12	1	0	2.2	4	-3	-3	7	-7	8
COc1ccc(CC(=O)OCC(=O)Nc2c(C)n(C)n(-c3ccccc3)c2=O)cc1	-2	-1	0.9	5	-4	-7	-5	0	4
COc1ccc(NC(=O)c2ccc(S(=O)(=O)N(C)C)cc2)cc1	0	0	2.3	-1	3	4	-6	-4	3
Cc1ccc(NC(=O)c2ccc(Cl)cc2[N+](=O)[O-])nc1	6	-4	3.5	0	-3	1	7	-3	5
COc1cc2ccccc2cc1C(=O)N/N=C/c1cccnc1	-1	-7	3.3	2	2	2	-2	-3	0
COC(=O)c1ccc(COc2ccccc2[N+](=O)[O-])o1	-1	-6	-0.4	3	1	1	10	1	-5
O=C(c1cccc(C(F)(F)F)c1)C1CCCN(C(=O)c2cc(C3CC3)[nH]n2)C1 (stereo not given)	-2	5	1.1	3	-1	3	7	0	4
N#CCn1cc(/C=N/NC(=O)c2cc3c(ccc4ccccc43)o2)c2ccccc21	9	23	2.5	10	9	3	22	3	-19
Carrying on:
SMILES	TPT1 inhibitor	core dimer inh	PP5 inh	proCasp3 act	PP1 inh	Fh CTSL1 inh	proCasp7 act	AHR activator	PAFAH2 FP inh
Cc1nn2c(=S)[nH]nc2[nH]c1=O	-5	-2	0.0	4	-1	-4	1	4	9
O=C(c1ccc(Cl)c(S(=O)(=O)N2CCCCCC2)c1)N1CCN(c2ccc(O)cc2)CC1	·	·	3.0	0	5	·	-12	0	13
Cc1ccc(C)c(NC(=O)c2ccc[n+](Cc3ccc([N+](=O)[O-])cc3)c2)c1	1	-3	-0.9	-3	-1	-1	-4	0	3
CC(=O)CC1(O)C(=O)N(Cc2ccccc2)c2ccccc21 (stereo not given)	9	0	0.1	1	2	4	8	2	2
CCOC(=O)C1CCN(c2c(N3CCCCCC3)c(=O)c2=O)CC1	-4	-2	0.1	11	-3	3	10	-2	-9

Copied from the entries so far (5 entries):
SMILES	TPT1 inhibitor	core dimer inh	PP5 inh	proCasp3 act	PP1 inh	Fh CTSL1 inh	proCasp7 act	AHR activator	PAFAH2 FP inh
Cc1ccc(S(=O)(=O)N2CCN(C(=O)c3ccccc3OCc3c(C)noc3C)CC2)cc1	·	·	1.8	-1	3	·	1	-1	-1
COc1ccccc1CNC(=O)CCC(=O)Nc1nnc(C(C)C)s1	4	-8	2.1	-2	-10	8	-5	3	-1
CCOC(=O)COc1ccc(/C=C2/C(=O)NN(c3ccc(F)cc3)C2=O)cc1OC	-4	-11	-0.3	-3	3	5	-6	-1	0
CN(C1CCCCC1)S(=O)(=O)c1ccc(S(=O)(=O)N2CCN(CCC#N)CC2)cc1	-1	-2	-0.4	-2	-4	4	2	0	2
O=c1c2ccccc2oc2nc(-c3ccco3)n(-c3ccccc3)c(=O)c12	0	9	0.5	-6	2	1	-5	95*	5

Screening results from PubChem BioAssay.
